# RGS4-Gao reg: modulates binding of RGS4 to human Galphao; P09471; binding response (% of control), % at 10 µM; actives 0.33% (n = 220,000); AID 1415; Multiplexed bead flow cytometry; actives lie on both sides; in the data active means binding response below about 49% or above about 150%; inactive means in between;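 further: fluorescent Galphao activated with aluminum fluoride binding bead-coupled RGS4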
# Bim-Bfl-1: disrupts Bim binding to human Bfl-1. Q16548. Bead-based flow cytometry, Bim-Bfl-1 binding inhibition. inhibition, % at 10 µM. actives 0.12% (n = 190,000). AID 1008;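 further: 0% = wells without compound plus tracer and 100% = blocker peptide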
# Bcl-XL Bim block: inhibitors of Bim-Bcl-XL interaction, human; Q07817; inhibition, % at 10 µM; AID 1007; actives 0.04% (n = 190,000); Bim peptide-Bcl-XL binding, bead flow cytometry, fluorescence
# Target sequence (Q07817 whole entry, looked up): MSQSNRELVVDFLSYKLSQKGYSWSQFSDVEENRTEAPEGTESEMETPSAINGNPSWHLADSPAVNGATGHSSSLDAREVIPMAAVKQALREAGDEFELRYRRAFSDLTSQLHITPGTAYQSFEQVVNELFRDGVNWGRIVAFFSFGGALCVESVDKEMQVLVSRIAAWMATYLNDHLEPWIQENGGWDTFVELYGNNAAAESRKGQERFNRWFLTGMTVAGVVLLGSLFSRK
# Bim-Bcl-2: human Bim-Bcl-2 interaction inhibition | P10415 | Bead-based flow cytometry, Bim peptide-Bcl-2 binding | inhibition, % at 10 µM | actives 0.06% (n = 190,000) | AID 950; in the data active means inhibition above about 40%; inconclusive means no clear call, values can overlap the other calls;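 further: 0% = no compound wells with probe peptide and 100% = reference peptide inhibitor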
# RGS8-Gao: regulators of human RGS8-Galphao interaction. P09471. multiplexed bead flow cytometry, RGS8-Galphao binding; actives lie on both sides. response (percent of control binding), % at 10 µM. actives 0.34% (n = 220,000); in the data active means response below about 60% or above about 140%; inactive means in between;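 further: Galphao activated as the GDP aluminium fluoride complex binding bead-coupled RGS8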
# Bim-Bcl-W: inhibitors of Bim-Bcl-W interaction, human | actives 0.02% (n = 190,000) | inhibition, % at 10 µM | bead-based flow cytometry, Bim peptide-Bcl-W binding;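 further: 0% = bound tracer without compound and 100% = peptide blocker; higher means less fluorescent Bim peptide bound to Bcl-W beads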
# Bcl-B Bim block: human Bim-Bcl-B interaction inhibition; bead-based flow cytometry, Bim peptide-Bcl-B binding; inhibition, % at 10 µM; actives 0.073% (n = 190,000); AID 951;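 further: 0% = tracer peptide without compound and 100% = reference inhibitor peptide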
# Target sequence (Q9HD36 whole entry, looked up): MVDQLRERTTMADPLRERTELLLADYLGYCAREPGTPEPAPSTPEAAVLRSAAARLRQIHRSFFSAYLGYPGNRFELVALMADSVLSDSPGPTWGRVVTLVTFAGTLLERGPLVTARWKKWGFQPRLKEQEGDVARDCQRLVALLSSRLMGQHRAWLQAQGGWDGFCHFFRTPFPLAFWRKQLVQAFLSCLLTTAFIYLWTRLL
# ABCB1 inh: human ABCB1 inhibition, ABCG2 as counter-screen | AID 1326 | inhibition, % at 6.6 µM | CCRF-Adr cells, JC-1 efflux, flow cytometry | actives 0.067% (n = 190,000); in the data active means inhibition above about 40%;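 further: 0% = vehicle and 100% = reference inhibitor; higher value means more JC-1 retained so stronger ABCB1 efflux block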
# RGS7-Gao reg: modulates binding of RGS7 to human Galphao; Multiplexed bead flow cytometry; actives lie on both sides; binding response (% of control), % at 10 µM; actives 0.35% (n = 220,000); AID 1439; in the data active means binding response below about 49% or above about 150%; inconclusive means no clear call, values can overlap the other calls; inactive means in between;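 further: fluorescent Galphao held in activated GDP-AlF4 state binding bead-coupled RGS7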
# ABCG2 inh: human ABCG2 inhibition, ABCB1 as counter-screen; Q9UNQ0; IgMXP3 cells, JC-1 efflux, flow cytometry; inhibition, % at 6.6 µM; actives 0.1% (n = 190,000);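 active means inhibition above 80%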;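 further: 0% = DMSO and 100% = nicardipine control wells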
# Target sequence (Q9UNQ0 whole entry, looked up): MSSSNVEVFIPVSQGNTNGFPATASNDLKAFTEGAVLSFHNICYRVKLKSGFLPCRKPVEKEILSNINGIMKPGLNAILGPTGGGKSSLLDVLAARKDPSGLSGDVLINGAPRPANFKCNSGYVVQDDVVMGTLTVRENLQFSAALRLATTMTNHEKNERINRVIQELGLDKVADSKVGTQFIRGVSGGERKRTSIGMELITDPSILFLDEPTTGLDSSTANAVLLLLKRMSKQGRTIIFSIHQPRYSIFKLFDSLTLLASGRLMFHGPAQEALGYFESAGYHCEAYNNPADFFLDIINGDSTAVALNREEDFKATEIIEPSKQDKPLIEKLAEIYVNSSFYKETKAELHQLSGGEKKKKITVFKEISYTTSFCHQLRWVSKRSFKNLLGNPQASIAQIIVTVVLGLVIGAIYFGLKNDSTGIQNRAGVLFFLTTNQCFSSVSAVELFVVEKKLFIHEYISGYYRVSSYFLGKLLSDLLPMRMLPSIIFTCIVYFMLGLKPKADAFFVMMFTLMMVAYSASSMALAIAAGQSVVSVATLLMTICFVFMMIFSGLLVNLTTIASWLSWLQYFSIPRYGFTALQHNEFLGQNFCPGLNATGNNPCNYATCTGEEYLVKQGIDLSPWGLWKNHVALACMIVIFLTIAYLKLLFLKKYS
#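 Test system: IgMXP3 (ABCG2) plus far-red-tagged CCRF-Adr (ABCB1) cells. Reagent: JC-1 dye as substrate. Timing: 10 min exposure at 25 °C with rotation, no wash. Measured by: flow cytometric JC-1 green MFI at 530 nm. Read-out: percent efflux inhibition, scaled nicardipine 100% to DMSO 0%. Control set: nicardipine and DMSO wells.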
# GSH fluor: compound fluoresces at 488/530 nm on GSH beads; GSH beads flow cytometry, compound fluorescence 488/530 nm; stronger effect = higher value; fluorescence (KMESF) at 10 µM; actives 0.25% (n = 190,000); AID 1776; in the data active means fluorescence above about 89;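 further: glutathione beads carrying GST-tagged Bcl family fusion proteins plus one bare bead set; values are compound well signal with DMSO vehicle wells as background; inactives centre near 16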
# The depositor's hits bear a star; ? = inconclusive; nt = no result given. Unless noted, no stated cut-off is given here; in the data, active means inhibition above about 40%. Hits appear at their usual frequency; overall some 1.1% were active at least once.
SMILES,RGS4-Gao reg,Bim-Bfl-1,Bcl-XL Bim block,Bim-Bcl-2,RGS8-Gao,Bim-Bcl-W,Bcl-B Bim block,ABCB1 inh,RGS7-Gao reg,ABCG2 inh,GSH fluor
O=C(CSC(=S)N1CCOCC1)c1ccccc1,104,0,-5,0,103,-2,-5,0.2,108,0,4
CCOC(=O)/C=C/C(=O)OCC(=O)Nc1ccc(C)cc1,99,-1,2,1,103,1,-2,0.6,100,2,25
O=C(/C=C/c1ccccc1)Nc1ccc2c(c1)C(=O)NC2=O,99,-5,1,0,100,0,-2,-0.2,99,2,9
COc1cccc(CNc2nc3nc(C)cc(=O)n3[nH]2)c1,111,0,0,2,108,0,1,0.2,107,1,9
Cc1ccc2c(CC(=O)NCc3ccc4c(c3)OCO4)coc2c1,104,-10,-4,-6,105,2,-6,0.3,102,7,50
COc1cc(/C=C(\C#N)c2nn(CCO)c(N)c2C#N)cc(OC)c1OC,104,-6,-1,-5,107,-3,-6,-0.3,99,0,11
O=C(NCCO)C(F)(F)C(F)(F)C(F)(F)OC(F)(C(=O)NCCO)C(F)(F)F (stereo not given),116,0,6,-1,119,0,-2,0.5,111,0,50
Cc1nc(N2CCCCC2)sc1C=O,103,-5,0,-8,100,0,-4,-0.2,?,2,14
COC(=O)c1cccnc1SCc1ccccc1,103,-3,-6,-3,103,-4,-7,0.7,101,3,21
CCOc1ccc(NC(=O)c2cc(C)nc3ccccc23)cc1,103,-13,-2,-7,97,-4,-6,0.7,99,4,12
O=C(Nc1ccc(F)cc1)c1cc(S(=O)(=O)Nc2ccc(F)cc2)cs1,96,-12,-4,-6,97,0,-8,1.1,101,10,16
COC(=O)c1ccc(NC(=O)CN(c2ccc3c(c2)OCO3)S(C)(=O)=O)cc1,102,22,16,15,97,11,13,-0.3,99,18,5
Cc1onc(-c2c(F)cccc2Cl)c1C(N)=S,97,3,-4,-1,88,-6,-4,-0.2,94,0,7
Cc1cc(-n2nc(C)cc2C)n2ncc(-c3ccccc3)c2n1,101,-10,1,-7,102,-2,-7,-1.9,103,-2,38
Nc1nc(SCC(=O)Nc2ccccc2)[nH]c(=O)c1NC(=O)c1cccs1,103,0,-4,0,103,-2,-3,-0.7,99,-1,13
COc1ccc(NCC(=O)N/N=C/C=C/c2ccccc2[N+](=O)[O-])cc1,102,-3,-3,-1,105,0,-7,0.8,101,3,8
COc1ccc(C(=O)CSc2nnc(-c3cnccn3)n2Cc2ccco2)cc1,92,2,1,-1,93,4,-1,0.0,95,1,22
COc1cccc(C(=O)NCCn2ccc3ccccc32)c1,104,-8,-4,-9,102,0,-5,0.6,98,4,25
COc1ccc(N2C(=O)CCC(C(=O)N3CCOCC3)C2c2ccc(F)cc2)cc1 (stereo not given),100,-10,-9,-7,99,-2,-7,0.4,95,0,35
COc1ccc(C)cc1NC(=O)CSc1nnc(COc2ccc(Cl)cc2)n1Cc1ccco1,99,-12,-3,-11,101,-4,-8,1.8,100,10,63
Cc1ccc(-c2csc(NC(=O)CSc3nc4ccccc4o3)n2)cc1,102,9,-1,7,102,-1,-2,-0.5,97,-3,4
O=C(CN(CC1CCCO1)S(=O)(=O)c1ccc(S(=O)(=O)NCC2CCCO2)cc1)Nc1ccccc1 (stereo not given),100,0,1,0,99,2,0,0.1,94,6,12
Cc1[nH]c(=O)[nH]c(=O)c1CSc1nnc([C@H](CC(C)C)NC(=O)OC(C)(C)C)o1,108,-12,-11,-8,103,-2,-6,-1.9,103,-2,39
COc1cc(/C=N/NC(=O)c2cccnc2)ccc1OC(=O)c1ccco1,74,0,-2,-4,76,-4,-3,-0.1,76,0,16
O=C(Cc1ccccc1)NC(c1ccco1)c1c(O)ccc2ccccc12 (stereo not given),100,-7,-1,1,105,0,-6,-0.5,101,-1,18
Cc1cc(C)n2nc(SCc3nnc(-c4ccccc4Br)o3)nc2n1,100,-7,-1,-2,100,-3,-7,0.4,100,3,7
CCN(C(=O)c1ccc(S(C)(=O)=O)cc1)C12CC3CC(CC(C3)C1)C2,100,-6,-5,-4,101,-3,-13,0.2,97,-5,11
Cc1ccc2c(c1)C(c1ccccc1)N(C(=O)c1cc3ccccc3oc1=O)CC(=O)N2 (stereo not given),nt,0,-2,-3,nt,-3,-2,1.9,nt,6,19
CCOC(=O)Cc1csc(NC(=O)CSc2nnc(-c3ccncc3)o2)n1,99,-1,3,0,99,4,0,0.1,97,6,26
CCOC(=O)CSc1nc2sc(C)c(C)c2c(=O)n1C,99,-11,-4,-6,100,-1,-7,1.1,102,10,31
CC1CCc2c(sc(NC(=O)CSc3nnc(-c4ccccc4)o3)c2C#N)C1 (stereo not given),85,-2,-7,-7,90,-3,-7,-3.7,88,-2,12
Cn1ncc2nc[nH]c(=O)c21,103,-11,-10,-6,99,0,-4,-0.1,97,1,34
Cc1cccc(C)c1OCC(O)CN1CCCCC1 (stereo not given),101,-6,-1,-3,99,-1,-2,0.1,104,-1,17
CCOc1ccccc1CNC(=O)C1CCN(C(=O)c2sccc2-n2cccc2)CC1,102,-10,1,-1,102,2,-8,0.4,99,1,16
CCOc1ccccc1Nc1nnc(Cc2ccccc2Cl)c(=O)[nH]1,106,-7,-9,-3,109,-7,-6,0.1,107,3,38
Cc1ccccc1-n1ncc(C(C)NC(=O)c2ccccc2)c1C (stereo not given),99,-2,-1,2,101,5,-1,0.6,97,1,21
O=C(COC(=O)c1ccccc1NS(=O)(=O)c1cc([N+](=O)[O-])ccc1Cl)c1ccccc1,99,-8,-1,-3,103,-4,-5,-0.6,101,-2,16
Cc1ccc(N2CCN(/N=C/c3c(C)nn(-c4ccccc4)c3Cl)CC2)cc1,98,0,-3,0,100,0,-2,1.0,105,10,6
COc1cc(C#N)ccc1OCC(=O)c1ccc2c(c1)OCCO2,98,0,1,-2,95,-3,-5,0.1,98,1,20
c1ccc2c(NCC3CCCO3)nc(N3CCCCC3)nc2c1 (stereo not given),101,-5,-2,-5,102,1,-2,-0.1,104,1,10
COc1ccc(C=O)cc1Cn1cnc2c(cnn2C)c1=O,100,-3,-4,-4,103,-3,-5,1.4,97,7,20
CCOc1ncccc1C(=O)OCC(=O)c1cc(OC)ccc1OC,97,-9,-1,-4,98,-1,0,0.3,89,4,18
CCOc1ccc(NC(=S)NCCCN2CCN(C3CCCCC3)CC2)cc1,112,0,-4,1,107,-1,-1,0.2,108,0,6
O=C1Cc2ccccc2Sc2ccc(O)cc21,100,-1,-8,-4,92,-5,-6,-0.7,98,-2,10
CCOc1ccc(-c2cc(C(=O)NN)[nH]n2)cc1,102,3,-4,1,103,-2,3,0.1,99,9,11
CC(C)NC(=O)c1ccccc1NC(=O)CCS(=O)(=O)Cc1ccccc1,97,-11,-1,-7,96,-3,-9,0.6,104,2,25
CC(C)NS(=O)(=O)c1ccc(OCC(=O)NCc2ccc3c(c2)OCO3)c(Cl)c1,99,-13,-2,-12,99,3,-4,1.1,103,45,20
CCn1c(COc2ccccc2Cl)nnc1SCC(=O)Nc1ncccc1C,101,0,-7,-1,101,-4,-10,-0.4,100,-3,9
COc1ccc(-n2c(Cc3cccn3C)nnc2SCC(=O)Nc2ccc(F)cc2)cc1,101,2,-2,0,102,0,4,1.0,104,4,22
Cc1cc(C)n(-c2nc(NCc3cccnc3)c3c4c(sc3n2)COC(C)(C)C4)n1,99,-3,-2,2,101,-2,-1,6.7,99,20,27
O=C(CCSc1ccccc1)NCc1cccnc1,106,-5,-6,-2,105,-6,-7,0.0,105,-1,14
Fc1ccc(Br)cc1/C=N/n1cnnc1,100,-8,0,-3,103,0,-6,0.4,101,7,14
CN(c1ccc(F)cc1)S(=O)(=O)c1ccc2[nH]cc(C(=O)O)c(=O)c2c1,101,-19,-4,-13,100,-2,-7,0.1,99,-9,24
CN(C)S(=O)(=O)c1cccc(NC(=S)N/N=C/C(=O)c2ccccc2)c1,103,-3,-11,-3,103,-7,-9,-8.7,102,0,11
Cc1cccc(C(=O)NNC(=O)c2ccccc2)c1,101,0,-3,2,88,-3,-4,0.0,99,1,8
COc1cccc(/C=N/n2cnnc2)c1OCc1ccccc1,98,-14,-4,-11,99,0,-9,1.1,101,5,13
Cc1cccc(N2CCN(C(=O)C(C)C)CC2)c1C,103,10,5,-1,123,6,1,0.1,103,0,23
O=S(=O)(c1ccc(Cl)cc1)N1CCN(c2ncccn2)CC1,102,-3,-1,-7,99,0,-7,2.2,102,6,16
Cn1ncc([N+](=O)[O-])c1C(=O)N/N=C/c1cccc([N+](=O)[O-])c1,99,-6,0,-4,97,0,-2,0.2,94,1,25
CCn1cc(Cl)c(C(=O)N2N=C3/C(=C/c4cccs4)CCCC3C2c2cccs2)n1 (stereo not given),107,-1,-3,3,102,1,-3,2.7,104,-2,20
# Additional structures:
SMILES,RGS4-Gao reg,Bim-Bfl-1,Bcl-XL Bim block,Bim-Bcl-2,RGS8-Gao,Bim-Bcl-W,Bcl-B Bim block,ABCB1 inh,RGS7-Gao reg,ABCG2 inh,GSH fluor
CC1CCCC(NC(=O)CSc2nnnn2C)C1C (stereo not given),99,-11,-2,-4,100,1,-3,1.1,102,3,27
Cc1cccc(NC(NC(=O)c2ccccn2)C(Cl)(Cl)Cl)c1 (stereo not given),97,-1,-5,-3,104,-2,-6,0.4,97,0,8
O=C(c1ccc2c(c1)N(Cc1ccc(F)cc1)C(=O)CS2)N1CCOCC1,99,-1,-1,-3,100,0,0,-0.1,100,0,16
CCOc1ccc(/C(O)=C2/C(=O)C(=O)N(CCOCCO)C2c2ccccc2)cc1 (stereo not given),103,-22,-7,-6,100,0,-8,0.9,103,-1,27
CCOC(=O)NN1C(=O)c2ccccc2NC1(C)C,100,-4,-6,-2,102,-2,-6,0.3,98,0,19
Cc1ncc(S(=O)(=O)c2ccccc2)c(-c2ccccc2Cl)n1,103,-2,-3,0,107,0,0,0.1,96,0,10
CCOc1ccc(Cn2nnc(C(=O)NCc3ccc(OC)cc3)c2N)cc1,102,-10,-6,-10,100,0,-5,-2.8,101,-2,19
O=C1CCN(N=Nc2cccc(Cl)c2)N1,100,2,-1,2,98,0,0,-0.7,98,0,19
O=C(C1CCC(CNc2c(N3CCOCC3)c(=O)c2=O)CC1)N1CCN(c2ccccc2)CC1 (stereo not given),102,-12,-4,-7,102,-1,-6,-2.6,107,-3,19

# Compound profiles, from the list above. Values in the order: RGS4-Gao reg	Bim-Bfl-1	Bcl-XL Bim block	Bim-Bcl-2	RGS8-Gao	Bim-Bcl-W	Bcl-B Bim block	ABCB1 inh	RGS7-Gao reg	ABCG2 inh	GSH fluor
# O=C(C1CCC(CNc2c(N3CCOCC3)c(=O)c2=O)CC1)N1CCN(c2ccccc2)CC1 (stereo not given) as listed: 102	-12	-4	-7	102	-1	-6	-2.6	107	-3	19
# CCOc1ccc(/C(O)=C2/C(=O)C(=O)N(CCOCCO)C2c2ccccc2)cc1 (stereo not given) as listed: 103	-22	-7	-6	100	0	-8	0.9	103	-1	27
# CC1CCCC(NC(=O)CSc2nnnn2C)C1C (stereo not given) as listed: 99	-11	-2	-4	100	1	-3	1.1	102	3	27
# Cc1ncc(S(=O)(=O)c2ccccc2)c(-c2ccccc2Cl)n1 as listed: 103	-2	-3	0	107	0	0	0.1	96	0	10
